XIAP displacement: XIAP antagonists, biochemical, IAP family, fluorescence polarization (AID 1018). 200,000 compounds, 0.007% hits. XIAP BIR domain, fluorescence polarization peptide displacement; higher % means a stronger effect. displacement, % at 20 µM; hits with a dose series show IC50 in µM; in the data active = displacement above about 50%; also: a part of the inactive calls stands beside numbers as strong as those of hits
RSV CPE inhibition: RSV antiviral activity via CPE protection, HEp-2 cells, primary 10 µM value included (AID 2391). HEp-2 cells, RSV-induced CPE inhibition; higher % means a stronger effect. one-dose CPE inhibition, % at 10 µM; IC50 in µM for titrated hits. 310,000 compounds, 0.13% hits; in the data active = a potency from the dose series; also: strong numbers were not always called active
K1F lysis inhibition: inhibition of K1F phage lysis, E. coli UTI89, bacterial capsule biogenesis inhibitors, alamar blue (AID 488966) | E. coli UTI89 K1F phage lysis, alamar blue, 2 h; higher % means a stronger effect | inhibition, % at 100 µM, or IC50 in µM where a hit was titrated | 340,000 compounds, 0.02% hits;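 active = phage lysis inhibition, versus mean bacterial control, above a set limit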;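 also: capsule biogenesis inhibitors block K1F phage lysis so surviving cells raise fluorescence; higher fluorescence means more inhibition of phage lysis; actives were called in the ten point dose series up to 300 µM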
ER stress rescue: rescue of cells from ER stress-induced death, primary screen, 384-well, CSM14.1, thapsigargin, ATP luminescence (AID 1222); CSM14.1 thapsigargin-induced death rescue, ATP luminescence; higher % means a stronger effect; cellular ATP content (survival), % at 20 µM; hits with a dose series show EC50 in µM; 190,000 tested, under 10 active;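 active = EC50 below 50 µM in the dose-response confirmation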;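 also: death triggered by thapsigargin at about 15 µM added after 2 h compound pretreatment; cell ATP read after overnight thapsigargin exposure of roughly 18 to 22 hours; normalized against plate controls of thapsigargin alone and 5% DMSO vehicle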
Dengue-2 NS5 capping: Dengue-2 NS5 methyltransferase inhibitors, primary screen, biochemical, confirmation dose response (AID 588689). 340,000 compounds, 0.3% hits. Genome polyprotein (Dengue virus type 2 (strain 16681-PDK53)). inhibition, % at 25 µM; hits with a dose series show IC50 in µM. Dengue-2 NS5 methyltransferase capping enzyme assay, biochemical; higher % means a stronger effect; in the data active = a potency from the dose series
Yfh1-depleted yeast: enhancers of respiration in Yfh1-depleted yeast, dose response, Friedreich's ataxia, plus single-dose screen (AID 1465). fold induction at 50 µM, or EC50 in µM where a hit was titrated. 220,000 compounds, 0.074% hits. S. cerevisiae Yfh1-off respiration, WST-1 reduction, 72 h; higher fold induction means a stronger effect;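 active = fold induction of absorbance versus untreated yeast above a set limit, then at least 30% activation at any dose in follow-up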;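 also: activators that raise dye reduction in frataxin-depleted yeast; strong numbers were not always called active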
Large T inhibition: SV40 large T antigen inhibitors, biochemical (AID 1903); inhibition, % at 20 µM, or IC50 in µM where a hit was titrated; SV40 large T antigen ATPase/helicase inhibition assay; higher % means a stronger effect; 310,000 compounds, 0.39% hits; in the data active = a potency from the dose series; also: strong numbers were not always called active
WT yeast gro inh: growth inhibition of WT strain, primary screen, mitochondrial fusion inhibitor project, WT and mutant strains, chemical genetic. inhibition, % at 10 µM. mitochondrial fusion phenotypic screen. 190,000 compounds, 2.1% hits. AID 1362, 2008; in the data active = inhibition above about 58%; tested in S. cerevisiae
West Nile virus CPE: West Nile virus antiviral activity, cell-based, CPE readout (AID 1621); 290,000 compounds, 0.02% hits; CPE inhibition, % at 10 µM; hits with a dose series show IC50 in µM; West Nile virus-infected cells, CPE inhibition; higher % means a stronger effect; in the data active = a potency from the dose series; also: strong numbers were not always called active
WT yeast gro inh mutant strain: second read-out of WT yeast gro inh, no call of its own (marks repeat the call); inhibition, %; mitochondrial fusion phenotypic screen, mutant strain inhibition
Dengue-2 NS5 capping pilot replicate: recorded beside Dengue-2 NS5 capping, whose call it bears; inhibition, %; measured here: pilot screen replicate inhibition
Active calls of the source: *; i = inactive; . = no result given; [ ] = remark or other dose.

SMILES | XIAP displacement | RSV CPE inhibition | K1F lysis inhibition | ER stress rescue | Dengue-2 NS5 capping | Yfh1-depleted yeast | Large T inhibition | WT yeast gro inh | WT yeast gro inh mutant strain | West Nile virus CPE | others
Cc1ccnc(NC(=O)CCNC(=O)c2ccccc2Cl)c1 | . | 0.5% | -0.6%[50 µM] | . | 1% | . | 23% | . | . | -0.7%
COc1ccc(CN(CC(=O)NCCC(C)C)C(=O)CCC(=O)Nc2nccs2)cc1 | . | -0.7% | 0.0% | . | 6% | . | 19% | . | . | -0.1%
Cc1ccc(NC(=S)N2CCCC2)cc1Cl | . | 0.1% | 0.1% | . | 1% | . | 15% | . | . | -0.4%
COc1ccc(-c2nn3c(-c4ccco4)nnc3s2)cc1OC | -2.3% | 1.2% | -0.1% | 2.9% | -9% | i | 3% | -2 | 7 | 0.8%
COc1ccccc1NCCC(=O)OCC(=O)NC1CCCC(C)C1C (stereo unspecified) | -11% | 0.2% | 0.1% | -0.3% | 0% | i | 11% | 5 | -5 | 0.2%
Cc1c(C(=O)Nc2ccc(S(=O)(=O)NCC3CCCO3)cc2)cccc1[N+](=O)[O-] (stereo unspecified) | -6.3% | 0.4% | -0.6% | 0.1% | -5% | i | -5% | 0 | 1 | -1.1%
N/C(=N\OC(=O)c1cccnc1)c1ccccc1Cl | -3.2% | 0.4% | -0.2% | 0.4% | 2% | i | 8% | 13 | 10 | 0.6%
COc1ccc(NC(=O)/C(Cl)=C(/Cl)S(=O)Cc2ccc(Cl)cc2)cn1 (stereo unspecified) | -12% | . | -3.0% | -0.7% | -44% | i | 20% | 91 | 94 | -2.3%
COc1ccc(Cl)cc1NC(=O)C1CC(c2ccccc2O)=NO1 (stereo unspecified) | . | 1.8% | 0.1% | . | -4% | . | 3% | . | . | 2.3% | Dengue-2 NS5 capping pilot replicate=-5.5
Cc1ccccc1CS(=O)(=O)c1nnc([C@H](Cc2ccccc2)NC(=O)OC(C)(C)C)o1 | -4.7% | -3.8% | -2.0% | 0.5% | -32% | i | 15% | 46 | 24 | -0.3%
O=C(COc1ccc(F)cc1)NCCN1CCCC1 | . | 1.0% | 0.1% | . | 2% | . | 25% | . | . | -0.5%
C=CCNC(=O)C(=O)Nc1cc2c3c(c1)CCC(=O)N3CCC2 | . | 1.2% | 0.3% | . | 0% | . | 9% | . | . | 0.4%
Cc1cc(S(=O)(=O)N2CCOCC2)ccc1OCC(=O)Nc1ccccc1C(F)(F)F | . | 0.0% | 0.4% | . | -3% | . | 5% | . | . | -0.2%
Cc1ccc(S(=O)(=O)CC(=O)Nc2nc3ccccc3s2)cc1 | . | 0.2% | -0.1% | . | -4% | . | 13% | . | . | -0.6%
CCOC(=O)N1CCN(c2nc(-c3ccco3)cc(C(F)(F)F)n2)CC1 | -2.4% | 0.6% | 0.0% | 2.3% | -4% | i | 15% | 8 | -75 | -0.6%
CC(C)(C)OC(=O)[C@H]1[C@H](c2ccc([N+](=O)[O-])cc2)C2(C(=O)c3ccccc3C2=O)C2c3ccccc3C=NN21 (stereo partly specified) | -7.5% | 12% | 0.3%[50 µM] | -2.8% | 7% | i | -2% | 17 | 2 | -0.2%
CC(C)Cn1c(-c2cc(Br)ccc2F)nc2c1c(=O)[nH]c(=O)n2CC(C)C | . | 5.6% | 0.3% | . | -4% | . | 7% | . | . | 2.4%
CCCCOc1ccc(NC(=O)C(=O)NCCC2=CCCCC2)cc1 | -0.3% | -0.8% | 4.1% | -0.7% | -2% | i | 5% | -5 | 7 | 0.4%
c1ccc(C[C@H]2CNCCN2CC2(c3ccccc3)CC2)cc1 | . | -0.8% | 2.2% | . | -3% | . | 10% | . | . | .
O=C(NCC(c1ccco1)N1CCc2ccccc21)c1ccccc1 (stereo unspecified) | . | 0.2% | 0.7%[50 µM] | . | -3% | . | 24% | . | . | .
Cc1cccn2c(=O)c(C(=O)NC3CCCCC3C)c(O)nc12 (stereo unspecified) | . | 16% | -1.4%[50 µM] | . | -3% | . | 9% | . | . | .
CSC1=C(C#N)C(=O)NC(c2ccccc2O)S1 (stereo unspecified) | . | -2.3% | -2.1% | . | 45µM* | i | 32% | . | . | 0.3%
S=C(N/N=C/c1ccc2ncccc2c1)Nc1cccnc1 | -3.7% | -0.9% | 1.7% | -1.4% | -4% | i | 9% | 2 | 3 | 1.1%
CCOCCCNC(=O)c1cc(Cl)c(NC(=O)C2=C(C)OCCS2)cc1OC | . | 2.4% | -0.1% | . | -4% | . | 3% | . | . | -0.6%

For convenience, four of the compounds above.
SMILES | XIAP displacement | RSV CPE inhibition | K1F lysis inhibition | ER stress rescue | Dengue-2 NS5 capping | Yfh1-depleted yeast | Large T inhibition | WT yeast gro inh | WT yeast gro inh mutant strain | West Nile virus CPE | others
Cc1cc(S(=O)(=O)N2CCOCC2)ccc1OCC(=O)Nc1ccccc1C(F)(F)F | . | 0.0% | 0.4% | . | -3% | . | 5% | . | . | -0.2%
Cc1ccc(S(=O)(=O)CC(=O)Nc2nc3ccccc3s2)cc1 | . | 0.2% | -0.1% | . | -4% | . | 13% | . | . | -0.6%
CCOC(=O)N1CCN(c2nc(-c3ccco3)cc(C(F)(F)F)n2)CC1 | -2.4% | 0.6% | 0.0% | 2.3% | -4% | i | 15% | 8 | -75 | -0.6%
CC(C)(C)OC(=O)[C@H]1[C@H](c2ccc([N+](=O)[O-])cc2)C2(C(=O)c3ccccc3C2=O)C2c3ccccc3C=NN21 (stereo partly specified) | -7.5% | 12% | 0.3%[50 µM] | -2.8% | 7% | i | -2% | 17 | 2 | -0.2%

Additional entries follow:
SMILES | XIAP displacement | RSV CPE inhibition | K1F lysis inhibition | ER stress rescue | Dengue-2 NS5 capping | Yfh1-depleted yeast | Large T inhibition | WT yeast gro inh | WT yeast gro inh mutant strain | West Nile virus CPE | others
Cc1ccc(SCCNC(=O)c2ccccc2C)cc1 | -5.3% | 1.8% | -0.1% | 0.1% | -13% | i | 5% | -6 | -6 | 0.1%
C/C(=N/NC(=O)c1ccc(Br)o1)c1cccc(NC(=O)c2ccc(C)o2)c1 | -9.2% | 7.0% | 2.3%[50 µM] | -3.9% | -10% | i | -3% | 11 | -5 | 0.3%
CC(=O)N1N=C(N)SC12CCCC2 | -1.2% | 1.5% | 0.3% | -0.8% | . | i | 10% | -11 | -8 | -0.4%
N/C(=N\OC(=O)COc1ccc(Br)cc1Cl)c1ccccn1 | -8.4% | 4.6% | -6.0% | 0.7% | -7% | i | 6% | 7 | 5 | -1.2%
Cc1cc(-c2nnc3n2N=C(c2ccc(F)cc2)CS3)n[nH]1 | . | 6.3% | -1.3% | . | 4% | i | 10% | . | . | -0.1%
CN1CCN(S(=O)(=O)c2ccc3c(c2)OCCO3)CC1 | 0.7% | 2.2% | 0.3% | -1.6% | 4% | i | 5% | 7 | -55 | 0.4%
CC(C)C(=O)Nc1ccc(-c2nc3ncccc3o2)cc1 | . | 0.7% | 0.2% | . | 2% | . | 9% | . | . | 1.0%
O=C(O)c1cncc(C#Cc2ccccc2)c1 | . | 0.3% | 0.3% | . | -5% | . | 9% | . | . | 0.7%
C#CCOC(=O)C[N+](C)(C)CC=C | . | 0.8% | -1.2% | . | -10% | i | 2% | . | . | 0.4%
CN(C)S(=O)(=O)c1ccc(C(=O)NCc2nnc(SCC(=O)c3ccccc3)o2)cc1 | . | 1.0% | -0.4% | . | -8% | . | 1% | . | . | -0.2%
CCOc1ccc(C2c3[nH]c4ccccc4c3C[C@H]3C(=O)N(C4CC4)CC(=O)N23)cc1OC (stereo partly specified) | . | 2.2% | 2.7%[50 µM] | . | -5% | . | 5% | . | . | -1.2%
O=C(Nc1cc(Sc2nc3ccccc3s2)cc([N+](=O)[O-])c1)c1ccccc1 | -6.2% | 11% | 4.1% | -1.8% | -12% | i | 7% | 22 | 5 | -0.8%
CC1=C(N2CCN(c3ncccn3)CC2)CCC1=O | . | 1.3% | 0.4% | . | -1% | i | 6% | . | . | 0.1%
O=C(O)COc1ccc(-c2nnn(Cc3ccccc3F)n2)cc1 | -7.1% | 1.2% | 0.5% | -3.3% | 3% | i | 1% | -15 | -11 | -0.2%
Cc1cc(NC(=O)CSc2nnc(C3CC3)n2-c2ccccc2)no1 | -5.8% | 1.1% | 0.1% | -1.7% | -6% | i | 7% | -3 | -17 | -0.7%
O=C(O)CSC1=NC(=Nc2cccc(Cl)c2)C2(CCCCC2)N1c1ccccc1 | -3.5% | 0.8% | 6.5% | 2.4% | 5% | i | 5% | 10 | -3 | 0.0%
COCc1cc(C)nc(SCC(=O)Nc2cccc(C)c2)c1C#N | -4.2% | 0.9% | 2.3% | 0.0% | 0% | i | 4% | 13 | -1 | 0.1%
COc1ccc(NC(=O)CC2SC(=O)NC2=O)cc1 (stereo unspecified) | -9.4% | -1.0% | 0.1% | 3.4% | 13% | i | 8% | -11 | -5 | -0.1%
C[C@@H](C(=O)Nc1ccc2ccccc2c1)[C@H]1C[C@]1(C)[C@H](NC(=O)c1cccnc1)c1ccccc1 | -6.2% | 13% | . | -3.8% | . | i | 21% | 25 | -12 | 0.7%
COc1c(Cl)cc(Cl)cc1CNCCO | -4.3% | 0.6% | -0.1% | -0.5% | 0% | i | 3% | 15 | -2 | 0.5%
NC(=O)[C@H]1CC2(CC(c3cccc(NC(=O)[C@H]4CCC(=O)N4)c3)=NO2)CN1C(=O)c1ccccc1C(=O)c1ccccc1 (stereo partly specified) | . | -0.1% | 0.5% | . | 1% | i | 4% | . | . | -0.3%
O=C(NCCC(=O)N1CCCCC1)c1ccccc1Cl | . | 2.0% | 0.0% | . | -2% | . | 14% | . | . | 1.0%
O=[N+]([O-])c1ccc2oc(C(O)c3cccc(Cl)c3)cc2c1 (stereo unspecified) | . | 18% | 0.1% | . | -7% | . | 8% | . | . | -1.2%
COc1ccc(CNc2nccs2)cc1OC | . | 0.2% | 0.5% | . | 0% | . | 24% | . | . | -0.2%
CCc1ccc(NC(=O)CNC(=O)Cn2ccc3ccccc3c2=O)cc1 | . | 0.7% | 0.0% | . | -9% | . | 8% | . | . | 0.0%
NS(=O)(=O)c1ccc(CCNC(=O)C2CCCN2S(=O)(=O)c2cccc3nsnc23)cc1 (stereo unspecified) | . | 1.9% | 2.6% | . | 2% | . | 13% | . | . | 0.4%
CC(C)(C)NS(=O)(=O)c1ccc(CCC(=O)NCc2ccco2)cc1 | -1.4% | 1.2% | -0.3% | -2.7% | -7% | i | 32% | 22 | 24 | -0.2%
CCOC(=O)C(C)CC(C)C(=O)N1CCOCCOCCN(C(=O)C(C)CC(C)C(=O)OCC)CCOCC1 (stereo unspecified) | -1.3% | 1.4% | 1.1% | -0.1% | -3% | i | 14% | 24 | 8 | 0.6%
Cc1onc(-c2c(F)cccc2Cl)c1C(=O)NC1CCSC1=O (stereo unspecified) | -3.8% | 0.8% | 2.8% | -2.3% | -4% | i | . | 10 | -26 | -0.2%
COc1cc(OC)cc(C(=O)N[C@H](C(=O)Nc2nc(-c3cc(OC)ccc3OC)cs2)C(C)C)c1 | -5.0% | 3.5% | 0.5% | 2.1% | -3% | i | 4% | 25 | 5 | -1.1%
O=C(CC1C(=O)NCCN1Cc1cccc(C(F)(F)F)c1)NC1CCCCCC1 (stereo unspecified) | . | 1.6% | 0.1% | . | 2% | . | 10% | . | . | -0.2%

The order is random, and some 2.2% of all compounds hit somewhere here.
